beta cell repl = inducers of MIN6 beta-cell proliferation, primary screen, ATP luminescence, uHTS; MIN6 cells proliferation, ATPlite luminescence, 48 h; cells starved in 0.2% serum; 100% = growth in 10% serum; proliferation, % at 10 µM; hit rate 0.29% among 330,000; AID 2380, 2010;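 active = compounds whose signal lies at least 3.5 SD above the mean of all wells on their plate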;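 note: 0% = DMSO-treated cells in low-serum medium and 100% = 10% serum control; some compounds called inactive have numbers as strong as hits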
SENP1 inh = human SENP1 catalytic domain inhibitors, primary screen, biochemical, FRET, uHTS. inhibition, % at 10 µM. AID 624204, 2012. recombinant SENP1 catalytic domain, CyPet-SUMO1-YPet FRET cleavage. hit rate 0.21% among 360,000;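 active = inhibition at least 30% at 10 µM, raw YFP signal under a set limit, fluorescence ratio 0.5 to 1.5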;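 note: 0% = enzyme with DMSO and 100% = no enzyme wells; some results filed as inactive read as strong as hits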
Target sequence (Q9P0U3 419-644 limits assumed): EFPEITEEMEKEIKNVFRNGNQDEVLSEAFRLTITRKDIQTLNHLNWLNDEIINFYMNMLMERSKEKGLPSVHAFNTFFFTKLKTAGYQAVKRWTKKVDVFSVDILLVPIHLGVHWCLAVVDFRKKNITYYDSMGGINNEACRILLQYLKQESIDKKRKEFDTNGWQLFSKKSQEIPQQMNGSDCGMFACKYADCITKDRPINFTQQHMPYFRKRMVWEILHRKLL
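Compound: 10 µM single point, 0.5% DMSO; Test system: hSENP1 catalytic domain, recombinant; Timing: 50 min reaction at room temperature; Technique: FRET, CFP and YFP emission; Control set: no-enzyme wells low, DMSO-plus-enzyme wells high control.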
hIAP act = human IAP activators, primary screen, biochemical, luminescence, uHTS; Intestinal-type alkaline phosphatase (Homo sapiens), P09923; purified human IAP, CDP-Star luminescence, 30 min; active compounds read high; 1 = vehicle-only enzyme, 0 = enzyme-free background; activation factor at 10 µM; hit rate 0.16% among 330,000; AID 2524, 2010;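 active = activation factor of the enzyme at least 2-fold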; note: the source names both 10 and 20 µM as test concentration; values of inactives mirror those of a sister screen read the other way
NALP3 yeast inh = NALP3 inflammasome inhibitors in reconstituted yeast, primary screen, luminescence, uHTS. Yeast reconstituted NLRP3/ASC/caspase-1, beta-gal luminescence, 24 h. inhibition, % at 10 µM. hit rate 0.39% among 330,000. AID 2825, 2010;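 active = inhibition of 50% or more; inactive = inhibition below 50%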;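 note: plate controls were induced DMSO wells for no effect and uninduced yeast grown without galactose for full effect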
hIAP block = human IAP inhibitors, primary screen, biochemical, luminescence, uHTS. purified IAP, CDP-Star luminescence, 30 min. hit rate 0.12% among 330,000. inhibition, % at 10 µM;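 active = inhibition reaching a set limit with compound at 10 µM in the primary screen, cut at about 35% in these data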;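 note: plate controls were DMSO wells with enzyme for no effect and no-enzyme buffer wells for full effect; values of inactives mirror those of a sister screen read the other way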
APOBEC3G inh = APOBEC3G DNA deaminase inhibitors, primary screen, biochemical, fluorescence, single-stranded DNA substrate, uHTS; recombinant A3G, ssDNA deamination FAM/TAMRA fluorescence; inhibition, % at 20 µM; hit rate 0.28% among 330,000;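 active = inhibition of at least 40% at 20 µM, with no more than 30% in the related APOBEC3A deaminase screen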;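 note: plate controls were DMSO wells with A3G for no effect and wells lacking A3G enzyme for full effect; some compounds called inactive have numbers as strong as hits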
Target sequence (Q9HC16 whole entry, looked up): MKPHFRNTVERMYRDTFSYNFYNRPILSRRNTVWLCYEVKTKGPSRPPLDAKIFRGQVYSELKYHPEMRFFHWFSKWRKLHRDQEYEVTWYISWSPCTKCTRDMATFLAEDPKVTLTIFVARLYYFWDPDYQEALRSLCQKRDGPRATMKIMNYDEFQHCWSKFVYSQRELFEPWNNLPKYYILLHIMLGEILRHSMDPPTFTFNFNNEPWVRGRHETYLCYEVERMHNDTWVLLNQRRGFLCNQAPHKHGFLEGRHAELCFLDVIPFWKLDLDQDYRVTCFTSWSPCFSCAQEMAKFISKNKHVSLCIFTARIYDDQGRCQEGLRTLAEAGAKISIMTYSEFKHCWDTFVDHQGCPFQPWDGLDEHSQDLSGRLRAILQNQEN
mIAP inh = inhibitors of mouse IAP, primary screen, biochemical, luminescence, uHTS. intestinal alkaline phosphatase [Mus musculus]. purified mouse IAP, CDP-Star luminescence, 30 min. inhibition, % at 10 µM. hit rate 0.2% among 330,000;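 active = inhibition of at least 40% at 10 µM in the primary screen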;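 note: plate controls were DMSO with enzyme for no effect and no enzyme wells for full effect; values of inactives mirror those of a sister screen read the other way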
mIAP act = activators of mouse IAP, primary screen, biochemical, luminescence, uHTS; intestinal alkaline phosphatase [Mus musculus]; muIAP, CDP-Star luminescence, 30 min; active compounds read high; 1 = vehicle-only enzyme signal, 0 = enzyme-free wells; activation factor at 10 µM; hit rate 0.24% among 330,000; AID 2805, 2010;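 active = activation factor of at least 2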; note: the source names both 10 and 20 µM as test concentration; values of inactives mirror those of a sister screen read the other way
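Assay system: mouse IAP enzyme; Reagent: CDP-Star chemiluminescent phosphatase substrate; Compound: DMSO-dissolved test compounds; Incubation: 30 min, room temperature; Technique: luminescence from enzymatic CDP-Star hydrolysis; Controls: DMSO-only wells and no-enzyme negative control.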
APOBEC3A inh = APOBEC3A ssDNA deaminase inhibitors, primary screen, selectivity assay for APOBEC3G inhibitor project, biochemical, FAM/TAMRA oligo cleavage fluorescence. recombinant A3A, FAM/TAMRA ssDNA deamination fluorescence. AID 493011, 2011. inhibition, % at 20 µM. DNA dC->dU-editing enzyme APOBEC-3A (Homo sapiens), P31941. hit rate 0.41% among 330,000;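 active = at least 40% inhibition at 20 µM here, with at most 30% in a related deaminase screen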;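 note: plate controls were A3A with DMSO for no effect and wells lacking A3A enzyme for full effect; some results filed as inactive read as strong as hits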
Target sequence (P31941 whole entry, looked up): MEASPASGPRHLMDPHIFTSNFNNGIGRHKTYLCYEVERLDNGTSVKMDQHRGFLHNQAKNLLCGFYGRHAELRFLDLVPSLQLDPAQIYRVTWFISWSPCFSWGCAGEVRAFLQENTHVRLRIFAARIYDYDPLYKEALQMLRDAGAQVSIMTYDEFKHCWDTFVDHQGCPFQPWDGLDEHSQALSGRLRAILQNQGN
The depositor's hits bear a star.

SMILES	beta cell repl	SENP1 inh	hIAP act	NALP3 yeast inh	hIAP block	APOBEC3G inh	mIAP inh	mIAP act	APOBEC3A inh
COC(=O)C1C(c2ccc(N(C)C)cc2)C(C(=O)OC)S(=O)(=O)CS1(=O)=O (configuration not stated)	-2.8	2.7	1.25	9.9	-24.6	-3.7	6.8	0.932	0.8
CCN(CCCNC(=O)c1c(C)cc(=O)oc1C)c1cccc(C)c1	0.0	-1.2	0.968	8.1	3.2	-4.9	8.3	0.917	-4.0
COCCOc1cc(N2C(=O)CSCC2=O)c(Cl)cc1Cl	-2.1	1.7	0.96	8.2	4.0	-8.8	-9.0	1.09	-3.3
O=C(/C(=N\Nc1ccccc1)Sc1nnnn1-c1ccccc1)c1ccccc1	-0.4	4.8	1	4.6	-0.3	-9.9	-8.8	1.09	-5.9
CCOc1ccc(CNC(=O)c2cccc(NC(=O)C3=C(C)OCCS3)c2)cc1	-1.6	1.3	0.971	4.0	2.9	-6.4	-1.3	1.01	-4.7
O=C(NCCc1nnc2ccc(NCCCN3CCOCC3)nn12)c1ccccc1	-1.3	-2.4	1.03	31.3	-2.7	-4.9	1.0	0.99	0.6
CC(=O)Nc1ccc(S(=O)(=O)N2CCCC(C(=O)O)C2)cc1 (configuration not stated)	0.0	0.9	1.03	21.9	-3.3	5.9	3.9	0.961	2.7
COc1cc(/C=N/NC(=O)c2ccc(COc3ccccc3Cl)o2)cc(Br)c1O	-4.3	13.9	0.947	31.0	5.3	-5.9	13.9	0.861	3.6
COc1ccccc1-n1c(=O)c2c3c(sc2n2c(SC(C)C)nnc12)CCC3	3.7	-0.9	1.09	20.6	-9.2	-4.7	1.0	0.99	-1.3
CNCCCC1c2ccccc2C=Cc2ccccc21	-4.7	0.8	0.94	30.5	6.0	-5.3	4.8	0.952	0.2

Some entries already given, reduced to hIAP block:
structure	hIAP block
O=C(NCCc1nnc2ccc(NCCCN3CCOCC3)nn12)c1ccccc1	-2.7
CC(=O)Nc1ccc(S(=O)(=O)N2CCCC(C(=O)O)C2)cc1 (configuration not stated)	-3.3

(list continues)
SMILES	beta cell repl	SENP1 inh	hIAP act	NALP3 yeast inh	hIAP block	APOBEC3G inh	mIAP inh	mIAP act	APOBEC3A inh
COc1ccc(S(=O)(=O)N2CCN(CC(O)COc3ccc(C#N)cc3)CC2)cc1OC (configuration not stated)	-1.8	-1.3	0.975	11.4	2.5	-6.0	-4.3	1.04	-1.5
CC1C/C(=N/NC(=O)c2cccc(F)c2)c2ccc(O)cc2C1 (configuration not stated)	3.1	-0.5	1.02	2.6	-1.7	-6.0	-3.4	1.03	0.2
O=C(CN1C(=O)NC(CCc2ccccc2)C1=O)NC1CC1 (configuration not stated)	-1.0	0.9	0.896	18.2	10.4	-12.1	-1.2	1.01	-0.5
O=C(C[n+]1cccc(/C=N/O)c1)N1CCCCCC1	0.6	1.3	1.07	16.0	-6.8	-0.4	-10.5	1.1	-1.0
CC(Oc1ccc(Cl)cc1)C(=O)NCCCn1ccnc1 (configuration not stated)	0.7	3.2	0.974	12.9	2.6	-1.8	-7.8	1.08	-0.3
CC(C)CC(COCc1cccc(Cl)c1)N1CCN(C(=O)c2ccc(C(F)(F)F)cc2)CCC1=O (configuration not stated)	-7.9	-0.9	1.18	-1.9	-17.8	-1.4	16.6	0.834	-3.4
COCCNC(=O)c1cc(-c2ccccc2)n(CC2CC(c3ccc(OC)cc3)=NO2)n1 (configuration not stated)	-3.0	0.5	0.927	11.8	7.3	-9.9	1.0	0.99	-4.5
C=CCC[C@@H](Cc1ccc(F)cc1)C(=O)OC[C@H](Cc1c[nH]c2ccccc12)NC(=O)[C@@H](CC=C)CC(=O)N(CCO)Cc1ccccc1	-5.5	-1.0	0.956	12.3	4.4	-6.8	-4.7	1.05	1.4
CN1CCN(c2ncnc3c2[nH]c2ccc(F)cc23)CC1	-4.3	0.2	0.949	14.9	5.1	-2.4	-6.8	1.07	-1.0
CC(C)OC(=O)C1C(=O)CC(C)(O)C(C(=O)OC(C)C)C1c1ccc(F)cc1 (configuration not stated)	-1.7	1.8	0.952	17.0	4.8	-0.3	-6.4	1.06	-0.3
N#CC1=C(N)N(c2ccc(Cl)c(Cl)c2)C(=O)C1	-3.1	-13.1	1.1	4.5	-10.5	-9.2	3.1	0.969	-1.4
Cc1ccc(C(=O)C2=C(O)C(=O)N(Cc3cccnc3)C2c2ccc(Cl)c(Cl)c2)o1 (configuration not stated)	0.9	-2.2	0.812	9.8	18.8	5.4	-4.4	1.04	-1.4
CN(CC(=O)Nc1cccc2ccccc12)C(=O)/C=C/c1cccs1	-0.9	-0.1	0.95	3.7	5.0	2.4	2.2	0.978	8.1
COC(=O)c1cccc(C(=O)N2CCCC(C(=O)c3cc(F)ccc3F)C2)c1 (configuration not stated)	0.7	3.1	0.912	1.7	8.8	4.3	1.4	0.986	6.2
CC(C)CCN(Cc1ccco1)S(=O)(=O)c1csc(C(N)=O)c1	-3.7	-0.9	1.16	2.3	-15.5	-3.6	-3.1	1.03	-4.3
Cc1ccc2c(c1)C1(C)C(C(C)(C)N2C=O)C1(Cl)Cl (configuration not stated)	-0.1	-2.4	0.826	18.1	17.4	-6.7	-0.3	1	0.4
Cn1cccc1/C=N/NC(=O)c1cc2ccccc2cc1O	-5.2	12.3	0.975	6.8	2.5	14.7	6.0	0.94	-2.2
COc1ccc(Cl)cc1NS(=O)(=O)c1ccc2c(c1)NC(=O)CCS2	-1.8	1.7	0.869	5.8	13.1	-6.6	1.2	0.988	-6.7
CC(=O)Oc1ccccc1C(=O)N1CCN(S(=O)(=O)c2ccc3ccccc3c2)CC1	-3.9	-0.7	0.979	8.7	2.1	-7.5	0.6	0.994	-4.3
CC(C)c1cc(C(=O)NNC(=S)NC2CCCCC2)cs1	3.4	-1.1	1.67	23.7	-67.2	-7.7	3.6	0.964	-4.3
O=C(Nc1cc(Cl)ccc1O)C1CC(c2c(F)cccc2Cl)=NO1 (configuration not stated)	-3.5	4.5	1.26	-24.4	-26.3	-4.6	9.0	0.91	-2.1
COC(=O)c1cc(C(=O)N2CCN(c3ccccc3OC)CC2)cc([N+](=O)[O-])c1	-2.8	0.5	1.04	12.7	-4.5	-3.0	8.3	0.917	-0.6
Cc1cccc(C)c1NC(=O)N1C(C(=O)O)CSC1C(=O)O (configuration not stated)	-1.4	11.9	0.947	1.4	5.3	-3.1	-0.6	1.01	-3.6
CC(C)C(=O)Nc1nnc(SCC(=O)NCc2ccco2)s1	0.7	-12.9	0.992	-0.4	0.8	-5.1	-8.0	1.08	2.3
COc1ccc(CNC(c2ccccc2)c2ccc(Cl)cc2)cc1 (configuration not stated)	0.0	-0.6	0.894	7.4	10.6	-3.4	0.5	0.995	-1.7
CCOC(=O)c1cn(CC)c2cc3c(cc2c1=O)OCO3	-0.5	1.0	0.953	10.9	4.7	-9.6	3.0	0.97	-1.4
CC1CCC(NC(=O)CN2C(=O)NC3(CCCCC3C)C2=O)CC1 (configuration not stated)	-4.2	-0.7	0.991	6.5	0.9	-2.8	-4.8	1.05	-1.4
Cc1ccc2cc(C=O)c(N3CCOCC3)nc2c1C	-3.5	-53.5	0.95	17.8	5.0	12.1	-1.8	1.02	1.2
COc1ccc(OC)c2sc(NC(=O)CCSc3ccccc3)nc12	-1.9	-1.2	1.06	4.2	-6.1	-2.5	-10.0	1.1	-3.6
COc1ccc(-n2c(NN)nc3sc4c(c3c2=O)CCCC4)cc1	-2.1	-0.5	1.05	27.1	-5.3	-7.6	-20.4	1.2	-11.9
CCOC(=O)C(NC(=O)c1ccc(OC)cc1)(N1CCOCC1)C(F)(F)F (configuration not stated)	-4.1	1.5	0.971	-3.4	2.9	-7.3	-9.4	1.09	-2.1
CCc1nc(Nc2ccccc2O)c2oc3ccccc3c2n1	-4.4	0.3	0.892	15.6	10.8	-0.9	-7.4	1.07	0.6
CS(=O)(=O)N(CC(=O)N1CCCC1)c1ccc(Cl)cc1	1.1	2.6	0.931	9.3	6.9	-3.4	0.1	0.999	2.9
NC(=S)N/N=C/c1ccccc1[N+](=O)[O-]	-0.9	0.0	0.984	10.5	1.6	-7.4	-3.4	1.03	-2.2
O=c1/c(=C/c2ccco2)sc2n1CN(c1cccc(Br)c1)CN=2	-0.4	10.9	1.15	22.6	-14.8	-1.8	25.1	0.749	1.8
O=C(Nc1nnc(C(F)(F)F)s1)c1c(F)cccc1F	-0.2	0.9	1.05	14.1	-5.1	-5.7	10.1	0.899	-3.4
CN(C)/C=N/c1ncc(C(=O)c2ccc3ccccc3c2)s1	-2.9	-90.4	0.94	25.3	6.0	-13.9	9.4	0.906	-4.3
CCCN1CCC(=NNc2ccc(S(N)(=O)=O)cc2[N+](=O)[O-])CC1	-2.2	-5.3	0.945	-4.1	5.5	-4.2	14.6	0.854	1.9
CC1(C(=O)O)CCC(C(=O)NNC(=O)c2ccccc2Cl)C1(C)C (configuration not stated)	-2.1	1.3	0.905	7.7	9.5	-5.1	13.6	0.864	-1.4
N#CCCN1CCN(S(=O)(=O)c2ccc(S(=O)(=O)N3CCCC3)cc2)CC1	-3.4	-0.9	0.868	14.2	13.2	-4.8	7.0	0.93	0.4
CCOC(=O)CSc1nc2c(c(=O)[nH]c(=O)n2C)n1CCc1ccccc1	-2.6	2.1	1.11	4.4	-10.8	-2.3	-10.0	1.1	-1.8
CCC(=O)Nc1ccc(NC(=O)CSc2nnnn2-c2ccc(OC)cc2)cc1	-4.5	1.8	0.897	12.0	10.3	-1.3	-0.1	1	-2.0
COCCn1cnc2c1c(=O)n(CC(=O)Nc1cc(C)on1)c(=O)n2Cc1ccccc1	-1.6	-1.2	0.939	11.6	6.1	0.1	-8.8	1.09	7.0
CC(=C\C(=O)O)/C(=C/c1ccc(C)o1)C(=O)O	0.0	-0.7	0.956	7.3	4.4	7.4	28.8	0.712	17.5
COCC(=O)Nc1cc([N+](=O)[O-])ccc1OC	-1.9	1.3	0.883	15.6	11.7	-4.5	-7.5	1.07	1.9

Whole records, quoted from the list. Values in the order: beta cell repl | SENP1 inh | hIAP act | NALP3 yeast inh | hIAP block | APOBEC3G inh | mIAP inh | mIAP act | APOBEC3A inh
CN(C)/C=N/c1ncc(C(=O)c2ccc3ccccc3c2)s1 as listed: -2.9 | -90.4 | 0.94 | 25.3 | 6.0 | -13.9 | 9.4 | 0.906 | -4.3
C=CCC[C@@H](Cc1ccc(F)cc1)C(=O)OC[C@H](Cc1c[nH]c2ccccc12)NC(=O)[C@@H](CC=C)CC(=O)N(CCO)Cc1ccccc1 as listed: -5.5 | -1.0 | 0.956 | 12.3 | 4.4 | -6.8 | -4.7 | 1.05 | 1.4
Cn1cccc1/C=N/NC(=O)c1cc2ccccc2cc1O as listed: -5.2 | 12.3 | 0.975 | 6.8 | 2.5 | 14.7 | 6.0 | 0.94 | -2.2

This is a subset; the hit share may differ from the screen's.
